S100A4 inh HTS: inhibitors of human S100A4 binding to myosin IIA peptide. P26447. S100A4/TAMRA-MyoIIA peptide fluorescence polarization. inhibition, % at 10.7 µM. 360,000 tested, 0.14% active. AID 652163;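 active = mean inhibition of at least 70% across replicates, with every replicate also reaching that level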
Target sequence (P26447 whole entry, looked up): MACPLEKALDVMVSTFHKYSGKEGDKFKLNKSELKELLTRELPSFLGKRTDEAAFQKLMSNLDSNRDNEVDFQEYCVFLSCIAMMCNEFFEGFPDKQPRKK
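incubation = readout 5 min after mixing, signal stable up to 60 min | system = S100A4 monomer protein | buffer or medium = HEPES pH 7.2 with CaCl2, KCl, NaCl, DTT, Triton | benchmarks = neutral control DMSO, positive control TFP | also added = fluorescent myosin IIA peptide, 5 nM | compound dosing = one concentration per compound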
LGR2 inh: Drosophila LGR2 receptor signaling inhibition. inhibition, % at 9.99 µM. HEK293 LGR2, CRE-luciferase, bursicon-stimulated, 4 h. 380,000 tested, 0.35% active;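 active = drop in luminescence signal, shown as inhibition above about 50% in the replicate tests, limit read from the data, passing the limit was not always enough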;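 note: agonist challenge used bursicon conditioned medium at about half maximal strength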
Cneo AK release: causes C. neoformans cell lysis. adenylate kinase release luminescence, 4 h; normalised: neutral wells 0, clomiphene wells 100. lysis activity, % at 15 µM. 360,000 tested, 0.2% active;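 active = mean lysis activity across replicates of at least 80%, whatever share of replicates individually reach that level; inactive = mean lysis activity below 80%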
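Material – Cryptococcus neoformans yeast cells · Quantity – 5 × 10^6 yeast cells/mL · Buffer or medium – YPD medium · Compound – single dose · Timing – 4 h static compound exposure, 37 °C, read 1 h post-reagent · Signal – adenylate kinase release luminescence · Read-out basis – lysis from increased AK signal · Benchmarks – Clomiphene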
ERAP1 inh: inhibitors of human ERAP1 aminopeptidase | 340,000 tested, 0.15% active | Q9NZ08 | AID 652197 | inhibition, % at 10.7 µM | recombinant ERAP1, Leu-AMC fluorescence, 60 min;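 active = mean replicate inhibition of at least 30%, or all replicates individually reaching that 30% level; inactive = mean below 30% and not every replicate reaching it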;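 note: 0% = neutral control wells and 100% = L-leucinethiol positive control wells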
Target sequence (Q9NZ08 whole entry, looked up): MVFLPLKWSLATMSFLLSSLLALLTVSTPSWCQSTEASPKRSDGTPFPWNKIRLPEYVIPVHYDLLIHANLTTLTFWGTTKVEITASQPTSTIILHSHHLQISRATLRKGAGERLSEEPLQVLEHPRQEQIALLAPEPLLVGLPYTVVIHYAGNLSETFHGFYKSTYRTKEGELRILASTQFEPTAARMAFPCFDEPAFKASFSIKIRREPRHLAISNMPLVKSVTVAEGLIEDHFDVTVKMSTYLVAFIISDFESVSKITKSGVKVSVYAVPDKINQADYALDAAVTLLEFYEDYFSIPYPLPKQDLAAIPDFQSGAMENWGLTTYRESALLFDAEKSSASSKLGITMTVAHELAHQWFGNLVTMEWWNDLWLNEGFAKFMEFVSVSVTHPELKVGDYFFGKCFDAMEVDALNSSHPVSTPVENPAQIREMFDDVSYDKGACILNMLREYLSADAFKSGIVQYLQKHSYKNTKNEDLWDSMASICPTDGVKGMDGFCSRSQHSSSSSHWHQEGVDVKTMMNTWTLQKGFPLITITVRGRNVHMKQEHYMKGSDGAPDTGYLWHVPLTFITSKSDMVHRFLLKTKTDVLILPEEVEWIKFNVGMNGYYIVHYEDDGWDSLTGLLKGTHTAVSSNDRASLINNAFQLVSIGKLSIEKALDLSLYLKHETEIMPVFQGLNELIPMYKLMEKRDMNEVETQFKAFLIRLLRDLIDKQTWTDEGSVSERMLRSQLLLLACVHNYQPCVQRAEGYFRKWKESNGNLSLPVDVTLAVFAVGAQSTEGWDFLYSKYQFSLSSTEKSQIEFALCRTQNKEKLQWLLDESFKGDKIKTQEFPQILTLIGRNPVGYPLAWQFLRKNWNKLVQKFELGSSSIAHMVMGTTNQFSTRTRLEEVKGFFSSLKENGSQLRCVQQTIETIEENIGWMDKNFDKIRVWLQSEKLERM
PGC1a acetyl inh: lowers PGC1a acetylation signal in U2OS cells; AlphaScreen anti-acetyl-lysine; with virally co-expressed GCN5 acetyltransferase; 350,000 tested, 0.17% active; inhibition, % at 15.6 µM; AID 651687;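 active = every replicate shows inhibition of at least 40%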;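 note: 0% = neutral control wells and 100% = positive control wells; some results beyond the cut were filed as inactive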
Statin myotox sup: suppression of simvastatin myotoxicity | C2C12 myotubes + simvastatin, ATP luminescence, 48 h; scaled: DMSO 0, geranylgeraniol control 100 | AID 602340 | 330,000 tested, 0.78% active | rescue of ATP level, % at 7.49 µM;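 active = mean ATP rescue above about 67%, or every replicate alone reaching that limit, limit read from the data, passing the limit was not always enough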;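 note: myotubes were challenged with 10 µM simvastatin during compound exposure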
SIRT5 block: sirtuin-5 (human) deacylase inhibition. 330,000 tested, 1.1% active. Purified SirT5, succinyl-peptide AMC, trypsin-coupled fluorescence. Q9NXA8. AID 652115. inhibition, % at 15 µM; in the data active = inhibition above about 15%
Xi reactivation: activators of X-chromosome reactivation in mouse fibroblasts; XiGFP mouse fibroblasts, % GFP-positive cells imaging, 3 d; cells co-treated with 5-aza-dC sensitizer; scaled so ellipticine positive control = 100%; activation, % at 7.58 µM; 360,000 tested, 0.055% active; AID 743238;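 active = mean normalized replicate activation at least 10% and every replicate at or above 10%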;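 note: 0% = median of on-plate neutral control wells and 100% = ellipticine 6 µM median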
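assay system = SV40-immortalized XiGFP fibroblast cells, line 68-5-11 | buffer or medium = DMEM plus 5-aza-dC sensitizer | doses = single-point pinned compound dosing | times = 3-day compound exposure, then 15 min fixation at room temperature | benchmarks = positive control ellipticine, 6 µM final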
* = called active by the depositor; x = not tested or not shown; & = joins results of further samples.

Compound	SIRT5 block	LGR2 inh	ERAP1 inh	S100A4 inh HTS	Xi reactivation	PGC1a acetyl inh	Statin myotox sup	Cneo AK release
C[C@H]1CN([C@@H](C)CO)S(=O)(=O)c2ccc(C3=CCCCC3)cc2O[C@H]1CN(C)S(C)(=O)=O	-1	-6	7	2	-0.1	3	5	-2
NC(=O)c1c(NC(=O)C2CCCO2)sc2c1CCCCC2 (configuration not stated)	3	18	2	-1	-0.2	8	x	x
CC(C)(C)CN1C(=O)C(=O)NC[C@@H]1CC1CCCCC1	x	1	0	-11	0.1	x	x	x
O=C(c1ccccc1F)N1C[C@@H]2[C@H](c3ccccc31)[C@H](CO)N2Cc1ccc2c(c1)OCO2	-2	-6	x	4	0.1	-11	-17	-1
COc1ccc(C(=O)NCc2ccc3c(c2)CCO3)cc1	-1	-6	1	6	0.1	x	x	x
CCN(CC(=O)Nc1c(F)cccc1F)C(=O)c1ccc(-c2ccc(C(C)=O)cc2)o1	-1	-23	4	-25	0.2	-6	-2	0
CNC(=O)NC(=O)CSc1cccc(C(F)(F)F)c1	-4	7	0	0	x	7	-17	0
CO[C@H]1CN(C)C(=O)c2ccc(NC(=O)Nc3ccccc3)cc2OC[C@@H](C)N(CC2CC2)C[C@H]1C	1	8	1	-7	1.0	-4	-17	1
CN(Cc1ccccc1)C(=O)CSc1nnc(-c2ccco2)n1-c1ccccc1	-3	-1	4	0	x	x	15	2
CCOC(=O)C1CCN(Cc2c(O)c3ccccc3oc2=O)CC1	0	-5	2	2	0.2	x	x	x
CCc1nc2ccc(C(=O)NCc3ccccc3OC)cn2c1N(C=O)CCC(C)C	-2	24	0	7	0.0	-3	17	5
COc1ccccc1C(=O)COC(=O)c1cnc(C)cn1	3	0	1	-1	0.5	x	x	x
CN(c1ccccc1)P(=O)(N(C)c1ccccc1)N(C)c1ccccc1	1	x	1	1	0.0	-2	-24	18
CCCN1CCCCC(NC(=O)c2ccc3ccccc3c2)C1=O (configuration not stated)	x	6	-3	-1	0.6	x	x	x
COc1ccc(/C=C/C(=O)NCC(=O)N/N=C(/C)c2ccco2)cc1	0	-14	-2	7	0.0	-10	2	-2

(listing goes on)
Compound	SIRT5 block	LGR2 inh	ERAP1 inh	S100A4 inh HTS	Xi reactivation	PGC1a acetyl inh	Statin myotox sup	Cneo AK release
CCCNC(=O)N1[C@@H]2c3ccc(-c4cccc(F)c4)c(=O)n3C[C@H]1[C@H](CO)[C@H]2C(=O)NC1CCC1	-30	1	2	3	0.0	x	x	x
COCCCNC(=O)COc1ccc(Br)cc1Cl	-4	-38	-8	-4	0.2	x	x	x
CC(C)CN(C(=O)c1ccc(-n2cncn2)c([N+](=O)[O-])c1)C1CCS(=O)(=O)C1 (configuration not stated)	2	8	6	-4	0.0	x	-7	0
COc1ccccc1Cc1c(-c2ccco2)nc2cc(C)c(Br)c(C)n12	-1	2	11	0	-0.1	x	x	x
Cc1ccccc1NC(=O)COC(=O)COc1ccc2c(c1)CCC2	-2	-8	-2	-6	0.0	4	-7	0
C[C@H](CO)N1C[C@H](C)[C@@H](CN(C)Cc2ccc(C(=O)O)cc2)Oc2ccc(NC(=O)Nc3ccc(F)cc3)cc2C1=O	0	4	-2	-8	-1.2	1	7	1
Cc1ccc(-c2nnc(SCC(=O)NC3CCCC3)n2N)cc1	x	26	3	2	0.2	14	5	4
O=C(NNC(=O)C1CCCN(c2ncccn2)C1)c1ccc(F)cc1 (configuration not stated)	-5	6	5	5	x	1	-1	1
CC(=O)c1ccc(OCC(O)CN2CCc3ccccc3C2)cc1 (configuration not stated)	-5	-4	-3	1	-0.1	x	x	x
O=C(Nc1cc(SCC(O)CO)cc([N+](=O)[O-])c1)c1ccc(-n2cnnn2)cc1 (configuration not stated)	-2	-28	2	0	0.4	2	x	x
C[C@@H]1CN([C@@H](C)CO)C(=O)c2cc(C#Cc3ccncc3)cnc2O[C@H]1CN(C)S(=O)(=O)c1ccccc1F	-7	5	-4	-13	0.3	35	53	0
O=C(NCc1ccc(F)cc1)[C@H]1C[C@H]2C(=O)NCC(=O)N2[C@H]1c1ccc(O)cc1	-1	x	-1	0	x	4	x	-4
C[C@@H]1CCCCO[C@@H](CN(C)S(=O)(=O)c2cn(C)cn2)[C@H](C)CN([C@@H](C)CO)C(=O)c2cc(NC(=O)CCC(F)(F)F)ccc2O1	-1	-15	0	4	0.1	x	-7	-2
Cc1cc(Nc2ccc(OC(F)F)cc2)cc(=O)n1-c1ccc(OC(F)F)cc1	-2	-12	2	-13	-0.1	x	x	x
CC1CCN(C(=O)CSc2nnc(-c3ccco3)n2N)CC1	-2	2	-7	2	0.3	3	32	0

(list continues)
Compound	SIRT5 block	LGR2 inh	ERAP1 inh	S100A4 inh HTS	Xi reactivation	PGC1a acetyl inh	Statin myotox sup	Cneo AK release
O=C(NCCN1CCOCC1)c1cccc(S(=O)(=O)NCc2ccccc2)c1	-2	-15	-2	8	0.0	x	-4	-1
Fc1ccc(-c2nc3c(-c4ccc(Cl)cc4)cnn3cc2CCN2CCOCC2)cc1	x	20	1	-4	0.1	-6	x	x
C[C@H](CO)N1C[C@H](C)[C@H](CN(C)Cc2ccncc2)Oc2ncc(-c3cncnc3)cc2C1=O	-7	2	0	14	-0.9	-11	9	4
C[C@H](CO)N1C[C@H](C)[C@H](CN(C)Cc2cccnc2)Oc2cc(C3=CCCCC3)ccc2S1(=O)=O	7	x	0	7	x	-8	-2	1
Fc1ccc(C(c2nnnn2Cc2ccccc2)N2CCSCC2)cc1 (configuration not stated)	1	1	4	-4	x	-14	-31	0
COc1ccc(-c2ccc(SCC(=O)NC3CCCCC3)nn2)cc1	-4	-39	1	-1	0.3	x	21	-2
O=C(O)CCCCC1CCSS1 (configuration not stated)	12	-6	-1	2	-0.1	7	2	2
C/C(=N/NS(=O)(=O)c1ccccc1)c1ccc(NC(=O)C(F)(F)F)cc1	1	22	-1	-2	0.0	x	x	x
Cc1ccccc1NC(=O)CN(C)S(=O)(=O)c1ccc2c(c1)n(C)c(=O)c(=O)n2C	-3	2	5	-21	0.0	5	19	-2
NC(=O)C1CCN(CC(=O)Nc2cccc(C(=O)Nc3cccc(C(F)(F)F)c3)c2)CC1	-5	-24	-2	1	0.1	x	x	x
COc1ccc(S(=O)(=O)N2CC[C@@H]3[C@H]2c2cc(-c4ccccc4F)ccc2N[C@@H]3CO)cc1	x	-24	x	x	0.0	-4	15	-1
C[C@@H]1CN([C@H](C)CO)C(=O)c2cc(C#CC3CC3)cnc2O[C@H]1CN(C)C(=O)Nc1ccccc1	4	6	5	8	-1.1	-6	6	59
Cc1ccc(C)c(OCC(=O)Nc2ccc(N3CCOCC3)cc2)c1	-1	11	-3	4	0.1	-8	x	x
O=C(CCN1CCCCC1)N[C@@H]1CC[C@H](CCNS(=O)(=O)c2ccc(F)cc2)O[C@H]1CO	-5	-13	2	5	1.7	2	4	0
Nc1ncnc2c1ncn2[C@@H]1O[C@H](CN2CCCS2(=O)=O)[C@@H](O)[C@H]1O	0	-9	-2	3	-0.3	2	-18	3

Next section
Compound	SIRT5 block	LGR2 inh	ERAP1 inh	S100A4 inh HTS	Xi reactivation	PGC1a acetyl inh	Statin myotox sup	Cneo AK release
N#Cc1c(Nc2ccccc2)s[nH]c1=O	0	x	1	-2	0.0	x	x	x
COc1ccc(/C=N\NC(=O)COc2ccccc2)c(C(=O)O)c1OC	4	18	2	3	-0.1	-1	0	2
O=C(C[C@H]1C[C@H]2c3cc(NC(=O)Nc4ccccc4)ccc3O[C@H]2[C@H](CO)O1)NC1CCCC1	2	-12	2	-3	-0.1	-13	1	3
C[C@@H](NC(=O)c1[nH]cnc1C(=O)Nc1ccon1)c1ccccc1	-6	-9	0	-5	0.0	-12	0	0
Cc1ccc(NC(=O)CN2C(=O)S/C(=C\c3cc(Cl)c(OCC(=O)O)c(Cl)c3)C2=O)cc1	1	10	0	-1	0.0	x	18	0
CCCNC(=O)N(C)C[C@H]1Oc2cc(C#Cc3ccccn3)ccc2S(=O)(=O)N([C@H](C)CO)C[C@@H]1C	-4	x	-1	1	x	-5	-4	1
CN(C)c1ccc2c(c1)[C@H]1C[C@H](CC(=O)NCCc3ccccc3)O[C@H](CO)[C@H]1O2	0	12	0	14	0.3	0	-7	3
Cc1ccc(NCC2(N=Cc3ccccc3)OC(CO)C(O)C2O)cc1 (configuration not stated)	0	-15	1	-2	0.0	x	-1	0
Cc1nn(C)c(C)c1NC(=O)COc1ccc(Cl)cc1	1	10	2	-6	0.0	-4	5	-1
O=C(O)CN1C(=O)/C(=C\c2cc(Br)ccc2OCc2ccc(Cl)cc2Cl)SC1=S	6	2	2	-7	x	0	-24	-2
Cc1ccc(-c2nnc3n2N=C(c2ccccc2)CS3)cc1	x	-7	0	-20	0.3	-10	29	2
COc1ccc(S(=O)(=O)N(C)C[C@H]2Oc3c(NC(=O)C4CC4)cccc3C(=O)N([C@H](C)CO)C[C@@H]2C)cc1	3&-3	4	-2&4	3&7	0.2&0.1	0&4	-19&-11	8&-6
COc1ccc(C(CNC(=O)c2ccc(NS(=O)(=O)c3ccc4c(c3)OCCO4)cc2)N(C)C)cc1 (configuration not stated)	-2	0	1	-2	0.0	-7	-27	-8
O=C(N/N=C/c1ccc([N+](=O)[O-])o1)c1ccc(NS(=O)(=O)c2cccs2)cc1	1	22	-2	-3	0.1	-19	7	8
O=C(NCC1CC1)[C@H]1[C@H](CO)[C@H]2Cn3c(ccc(-c4cccnc4)c3=O)[C@H]2N1Cc1cocn1	-9	13	0	-4	0.3	x	16	-3

Continuation:
Compound	SIRT5 block	LGR2 inh	ERAP1 inh	S100A4 inh HTS	Xi reactivation	PGC1a acetyl inh	Statin myotox sup	Cneo AK release
CC(C)NS(=O)(=O)c1cc(F)ccc1CN1C(=O)c2cccnc2C1=O	-3	11	-1	-2	0.0	-5	-1	1
CCOC(=O)Nc1nn(-c2ccc(C)cc2)c(=O)c(C#N)c1C	-3	10	-2	1	0.0	-6	7	0
COc1ccc2nc(C)cc(SCC(=O)N3CCCCC3)c2c1	-3	-21	1	-9	0.0	x	x	x
O=C(COC(=O)c1cnccn1)c1cccc([N+](=O)[O-])c1	-2	11	-1	25	0.4	x	3	1
COc1cc(C#Cc2c(-c3cncn3C)n(C)c3ccc(-c4ccc(CN5CCOCC5)cc4)cc23)cc(OC)c1	x	-18	x	-8	-0.2	-8	-4	1
COc1ccc(S(=O)(=O)N(C)C[C@@H]2Oc3ccc(NS(=O)(=O)c4ccc(Cl)cc4)cc3C(=O)N([C@@H](C)CO)C[C@H]2C)cc1	4	-22	-1	-6	-0.4	-6	53	-2

Bioassay records: PubChem, Broad Institute

An excerpt, so the mix of outcomes need not match the whole.
